# Screens from PubChem.
# KCNQ1 pot: potentiates or activates the human KCNQ1 potassium channel. P51787. CHO-K1 KCNQ1, thallium flux FluxOR fluorescence; active compounds read high. B-score at 10 µM. actives 0.35% (n = 310,000);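 active = fluorescence ratio B-score, a plate-corrected score, at least three library SD, with initial intensity B-score within 5 SD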
#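 Assay system: stable KCNQ1 CHO-K1 line; medium: assay buffer, equal DMSO in all wells; timing: 90 min dye loading and 20 min compound exposure, both at room temperature; technique: kinetic FluxOR thallium fluorescence, 10-s 1-Hz baseline, 110-s post-stimulus read; read-out basis: B score of baseline-normalized fluorescence ratio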
# Platelet DG rel: platelet dense granule release activity; inhibition, %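 (compounds screened at 7.5 µM in platelet-rich plasma)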; actives 0.22% (n = 300,000); AID 1663; human platelet-rich plasma, SFLLRN dense granule ATP release, luminescence;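 active = mean replicate score, as percent of positive control, at or above 50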
# TRPC4 act: activators of mouse TRPC4 channel. actives 0.49% (n = 310,000). Q9QUQ5. HEK293 TRPC4beta/mu-opioid, Fluo4 calcium fluorescence; active compounds read high. B-score at 10 µM. AID 2237;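 active = B-score above 5 SD of library B-scores, and initial fluorescence ratio not above library mean plus 5 SD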;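 note: positive B-score marks a calcium rise read as TRPC4 activation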
# Target sequence (Q9QUQ5 whole entry, looked up): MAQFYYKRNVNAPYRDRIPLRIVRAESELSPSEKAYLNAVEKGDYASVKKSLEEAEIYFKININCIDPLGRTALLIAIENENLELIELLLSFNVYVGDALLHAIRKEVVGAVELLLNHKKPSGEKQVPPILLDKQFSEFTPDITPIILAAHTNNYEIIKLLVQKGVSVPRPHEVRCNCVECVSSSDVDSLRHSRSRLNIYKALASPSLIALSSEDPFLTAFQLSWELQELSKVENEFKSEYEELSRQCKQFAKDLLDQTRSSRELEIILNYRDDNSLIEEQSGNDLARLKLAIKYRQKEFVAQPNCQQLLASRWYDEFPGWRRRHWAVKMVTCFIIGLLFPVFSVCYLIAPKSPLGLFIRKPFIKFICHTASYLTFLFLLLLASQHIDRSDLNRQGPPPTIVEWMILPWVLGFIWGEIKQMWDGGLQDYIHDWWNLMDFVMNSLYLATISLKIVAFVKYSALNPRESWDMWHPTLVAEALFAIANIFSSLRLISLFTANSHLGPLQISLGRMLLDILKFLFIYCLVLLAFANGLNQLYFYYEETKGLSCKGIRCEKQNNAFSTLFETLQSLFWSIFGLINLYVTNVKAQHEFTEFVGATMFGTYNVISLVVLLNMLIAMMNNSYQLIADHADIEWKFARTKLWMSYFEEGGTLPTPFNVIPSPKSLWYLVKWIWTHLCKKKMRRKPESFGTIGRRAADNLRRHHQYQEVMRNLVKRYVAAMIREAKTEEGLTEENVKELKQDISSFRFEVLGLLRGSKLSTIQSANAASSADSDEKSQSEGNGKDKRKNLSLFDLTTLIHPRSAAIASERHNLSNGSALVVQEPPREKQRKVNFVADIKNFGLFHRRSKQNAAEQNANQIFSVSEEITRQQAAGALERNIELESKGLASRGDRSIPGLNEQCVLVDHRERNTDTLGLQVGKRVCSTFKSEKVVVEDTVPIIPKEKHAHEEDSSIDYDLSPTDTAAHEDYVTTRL
#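 System: HEK293 cells stably co-expressing mouse TRPC4beta and mu-opioid receptor; Schedule: Fluo4 dye loading 45 min at room temperature, 110 s recording; Detection: Fluo4 fluorescence, kinetic; Evaluation: B-scored integrated calcium fluorescence ratio; Controls: buffer (low) and maximal DAMGO (high).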
# PolyA inh: yeast polyadenylation inhibition. calls only at 12 µM. S. cerevisiae SKY197-pL101 polyadenylation reporter, beta-gal luminescence; efflux-impaired pdr1/pdr3 knockout yeast; score 100 = 6 SD above DMSO. AID 1875. actives 0.02% (n = 300,000);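 active = lowest replicate activity score at least 50, where 100 means six control SD above control mean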;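 note: yeast exposed to compound for 9 h at 30 °C; higher score means more reporter readthrough which indicates perturbed polyadenylation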
# KCNQ1 inh: inhibitors of human KCNQ1 potassium channel. CHO-K1 KCNQ1, FluxOR thallium flux fluorescence; active compounds read high. actives 1.3% (n = 310,000). AID 2642. B-score at 10 µM;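 active = compounds whose thallium flux B-score, printed positive for inhibition, exceeds three library SD while starting fluorescence stays within three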;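 note: channel opened by potassium depolarization with thallium stimulus after 20 min compound exposure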
# TRPC4 potent: allosterically enhances the mouse TRPC4 cation channel; Q9QUQ5; HEK293 TRPC4beta/mu-opioid, DAMGO EC20, Fluo-4 Ca2+ flux; active compounds read high; B-score at 10 µM; actives 0.42% (n = 310,000); AID 2227;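 active = B-score of calcium response area above 5 SD of library B-scores, with initial fluorescence ratio within 5 SD of library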;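 note: B-score of integrated fluorescence ratio over time as area under calcium response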
# Dyrk1A ADPGlo: Dyrk1A (rat) kinase inhibition | actives 0.43% (n = 310,000) | inhibition, % at 12.5 µM | ADP-Glo luminescence, NFATc1 peptide | Q63470; in the data active = inhibition above about 50%;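 note: plate controls were vehicle with enzyme for no effect and no enzyme for full effect; many of its hits are not listed in these tables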
# KCNK9 block: human KCNK9 channel inhibition; HEK293 KCNK9, FluxOR thallium flux fluorescence; active compounds read low; Q9NPC2; actives 1.2% (n = 310,000); AID 488922; B-score at 10 µM;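 active = ratio B-score over 3 SD below the library mean, with starting fluorescence within 5 SD of its mean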;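 note: negative B-score means less thallium flux so channel inhibition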
# TRPC4 block: TRPC4 (mouse) channel inhibition | Q9QUQ5 | HEK293 TRPC4beta/mu-opioid, DAMGO-evoked Fluo4 calcium flux; active compounds read low | B-score at 10 µM | actives 0.39% (n = 300,000) | AID 2247;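 active = B-score over 3 SD under the library average, no early fluorescence shift, positive overall ratio signal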
#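 Assay system: Stable TRPC4beta/mu-opioid receptor HEK293 cells | Reagent: DAMGO in two steps, submaximal then maximal | Compound dosing: Single concentration per test compound | Signal: Fluo4 Ca2+ flux fluorescence | Evaluation: Per-well B score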
# hERG protect: hERG (human) protection from proarrhythmic block. CHO-hERG, FluxOR thallium flux, dofetilide IC70 present. activation (rescue from dofetilide block), less the hit threshold, % at 10 µM. actives 0.51% (n = 310,000);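 active = activation above the mean of controls blocked by dofetilide plus 5 SD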;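 note: thallium influx through hERG after potassium depolarization seen as dye fluorescence rise; in these data hits start at about 4.7%; inactives centre near -7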
# KCNK3 block: human KCNK3 channel inhibition, primary screen; O14649; CHO-KCNK3 thallium flux, FluxOR fluorescence; active compounds read low; B-score at 10 µM; actives 0.84% (n = 340,000);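 active = B-score under library mean minus 4 SD, starting fluorescence ratio at most library mean plus 5 SD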;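 note: more negative B-score means stronger inhibition of thallium flux through KCNK3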
# Active calls of the source: *; i = inactive; · = no result given. Some of the compounds tested (hit frequency here may not be typical).
entry	SMILES	KCNQ1 pot	Platelet DG rel	TRPC4 act	PolyA inh	KCNQ1 inh	TRPC4 potent	Dyrk1A ADPGlo	KCNK9 block	TRPC4 block	hERG protect	KCNK3 block
1	Cc1ccccc1OCC(=O)OCC(=O)Nc1cc(S(=O)(=O)N2CCCCC2)ccc1Cl	i	-6	i	i	i	i	4	i	i	-9	i
2	COc1ccc(N=Nc2c(-c3ccc(OC)cc3)[nH]oc2=O)cc1	i	0	i	i	i	i	-4	i	i	-4	i
3	O=C(CSc1nncn1-c1cccnc1)Nc1ccccc1[N+](=O)[O-]	i	14	i	i	i	i	-2	i	i	0	i
4	CCCCCC1=CCC/C1=N\NC(=O)c1ccc2c(c1)OCO2	i	-5	i	i	i	i	3	i	i	-8	i
5	COc1ccc(N(C(=O)c2ccco2)C(C(=O)NC2CCCC2)c2ccc(C)cc2)c(OC)c1 (configuration not stated)	i	8	i	i	i	i	18	i	i	-10	i
6	COc1ccccc1CNCC(O)(c1ccc(Cl)cc1)c1ccc(Cl)cc1	i	1	i	i	i	i	2	i	i	-30	i
7	CSc1ccccc1C(=O)C1CCCN(Cc2cnn(-c3ccccc3)c2)C1 (configuration not stated)	i	-4	i	i	i	i	5	i	i	-13	i
8	Cc1ccc(CNC(=O)CN2C(=O)COc3ccc(C)cc32)cc1	i	3	i	i	i	i	-5	i	i	-11	i
9	O=C(c1ccc(-c2ccccc2Cl)s1)N1CCOCC1	i	6	i	i	i	i	9	i	i	-3	i
10	O=C(CCC(=O)OCCCC(F)(F)C(F)(F)F)Nc1ccc(Cl)cc1Cl	i	1	i	i	i	i	-6	i	i	-5	i
11	Cc1cccc(-c2nc3ccccc3c(=O)[nH]2)c1	i	7	i	i	i	i	-3	i	i	-6	i
12	COc1ccccc1Nc1nc(-c2cccnc2)cs1	i	0	i	i	i	i	2	i	i	-3	i
13	CCC(C)(C)n1nnnc1C(c1ccccn1)N1CCOCC1 (configuration not stated)	i	-3	i	i	i	i	-1	i	i	-2	i
14	CCC1=NN2C(=N)/C(=C\c3cccn3-c3ccc(Cl)cc3)C(=O)N=C2S1	i	8	i	i	i	i	-1	i	i	-7	i
15	CCN(CC)P(=O)(c1ccccc1)c1c(C)nc2ccccn12 (configuration not stated)	i	-6	i	i	i	i	-6	i	i	-5	i
16	Brc1csc(/C=N/Nc2nc3ccccc3s2)c1	i	6	i	i	i	i	-6	i	i	-6	i
17	COc1ccc2cc(C(=O)Nc3ccc(O)cc3)sc(=O)c2c1OC	i	0	i	i	i	i	5	i	i	-5	i
18	COc1ccccc1CNC(=O)/C=C/c1ccc(S(=O)(=O)NCc2ccco2)cc1	i	1	i	i	i	i	-5	i	i	-10	i
19	N#Cc1nc(-c2ccc(F)cc2)oc1N1CCCCC1	i	7	i	i	i	i	0	i	i	-3	i
20	S=C(NCc1cccc(Cl)c1)NC1CCCCC1	i	-3	i	i	i	i	2	i	i	-8	i
21	O=C(NCc1ccccn1)c1cccn1-c1ncc(C(F)(F)F)cc1Cl	i	4	i	i	i	i	4	i	i	-8	i
22	COc1cc(C(=O)OC2CSCC2NC(=O)c2ccccc2)cc(OC)c1OC (configuration not stated)	i	-3	i	i	i	i	-58	i	i	-21	i
23	Cc1ccc(NC(=O)c2cc(-c3ccccc3)nn2-c2ccccc2)cc1	i	5	i	i	i	i	0	i	i	-1	i
24	Cc1ccc(/C=C/c2nnc(-c3cccs3)o2)cc1	i	-3	i	i	i	i	·	i	i	-14	-8.8*
25	COc1ccc(/C=N\NC(=O)c2cc(OCC(F)(F)F)ccc2OCC(F)(F)F)cc1	i	-8	i	i	i	i	5	i	i	-6	i
26	CSc1ccccc1C(=O)N(CC1CCCO1)c1c(N)n(Cc2ccccc2)c(=O)[nH]c1=O (configuration not stated)	i	14	i	i	i	i	1	i	i	-15	i
27	CC1=C(C(=O)OC(C)C)C(c2ccc(Cl)cc2)n2c(s/c(=C\c3ccc(OCC(=O)O)cc3)c2=O)=N1 (configuration not stated)	i	-3	i	i	7*	i	·	i	i	-1	i
28	C=CCN(CC=C)CCOc1ccc(C)cc1[N+](=O)[O-]	i	6	i	i	i	i	-38	i	i	-4	i
29	O=C(CSc1ccc2nnc(CCNC(=O)c3ccccc3)n2n1)NCCc1ccccc1	i	2	i	i	i	i	2	i	i	-8	i
30	CCc1ccc(N2CC(C(=O)N/N=C/c3ccccc3)CC2=O)cc1 (configuration not stated)	i	-14	i	i	i	i	-19	i	i	-6	i
31	C=CCn1c(Sc2ncc([N+](=O)[O-])s2)n[nH]c1=O	i	-5	i	i	7*	i	-7	i	i	-12	-9.3*
32	O=C(NC1CCCC1)c1ccc(CN2CCOCC2)cc1	i	4	i	i	i	i	7	i	i	-4	i
33	CC(C)CC(=O)NC(Nc1ccccc1F)C(Cl)(Cl)Cl (configuration not stated)	i	-5	i	i	i	i	4	i	i	-6	i
34	CCOC(=O)c1ccc(NC(=O)COc2ccccc2CNC2CCCC2)cc1	i	8	i	i	i	i	6	i	i	-23	i
35	CC(C)(C)NS(=O)(=O)c1ccc(NC(=O)C2CCCCC2)cc1	i	-6	i	i	i	i	3	i	i	-6	i
36	Cc1nn(-c2nc3ccccc3s2)c(C)c1Oc1ccccc1O	i	4	i	i	i	i	-2	i	i	-10	i
37	O=C(CCCCCn1c(SCc2ccncc2)nc2ccccc2c1=O)NCc1ccco1	i	3	i	i	i	i	5	i	i	-23	i
38	O=C(CCCN1C(=O)c2ccccc2C1=O)Nc1sc2c(c1C(=O)NCc1ccco1)CCC2	i	0	i	i	i	i	9	i	i	-7	i
39	Cn1c2ccccc2c(=O)c2ccc(C#Cc3ccc(N)cc3)cc21	i	1	i	i	i	i	-3	-7.3*	i	-17	i
40	CCC(CC)=NNc1cccc([N+](=O)[O-])c1	i	-3	i	i	i	i	-2	i	i	2	i
41	O=C(NCc1ccncc1)c1ccc(NS(=O)(=O)c2ccccc2)cc1	i	-19	i	i	i	i	-5	i	i	-9	i
42	CCC(C)(C)C(=O)Nc1cc([N+](=O)[O-])ccc1Cl	i	12	i	i	i	i	-3	i	i	-3	i
43	COc1ccc(C(C)(C)C)cc1NC(=O)c1c(C)noc1C	i	2	i	i	i	i	1	i	i	-4	i
44	Cc1ccc(O)c(NC(=O)c2cc(-c3ccccc3Cl)on2)c1	i	3	i	i	i	i	7	i	i	-2	i
45	COC(=O)C(C(C)C)N1CCc2c(C)nc3c(C#N)cnn3c21 (configuration not stated)	i	13	i	·	i	i	1	i	i	-4	i
46	CCOC(=O)Cc1nnc(NC(=O)Nc2ccccc2)s1	i	-3	i	i	i	i	-3	i	i	-3	i
47	COC(=O)C(O)(CC(=O)Nc1ccc(OC)cc1)C(F)(F)F (configuration not stated)	i	-1	i	i	i	i	-2	i	i	-6	i
48	Cc1cc(C(=O)NC2CCCCC2)c(C)o1	i	1	i	i	i	i	·	i	i	-8	i
49	CCOC(=O)N1CCN(S(=O)(=O)c2ccc(C(=O)N(CCCN(C)C)c3nc4c(F)cc(F)cc4s3)cc2)CC1	i	14	i	i	i	i	10	i	i	-15	i
50	Cc1ccc(-c2ccc3nnc(SCC(N)=O)n3n2)cc1	i	-3	i	i	i	i	-5	i	i	-12	i
51	Cc1cc(C)c(C2=NOC3C4CCC(C4)C23)c(C)c1 (configuration not stated)	i	5	i	i	i	i	-2	i	i	-5	i
52	CSc1nnc2c3cc(F)ccc3n(C)c2n1	i	-4	i	i	i	i	1	i	i	-7	i
53	CCOC(=O)C1C2C=CC3(CN(C4CCCC4)C(=O)C13)O2 (configuration not stated)	i	-6	i	i	i	i	22	i	i	-9	i
54	CC1(C)CC[C@]2(C(=O)O)CC[C@]3(C)C(=CCC4[C@@]5(C)CC[C@H](O)C(C)(C)C5CC[C@]43C)C2C1 (some centres not stated)	i	-3	i	i	i	i	3	i	i	-12	i
55	C=CCN1C(=O)/C(=C2/Sc3ccccc3N2CC)SC1=S	i	-2	i	i	i	i	12	i	i	1	i
56	Nc1nc(SCC(=O)Nc2ccc(Br)cc2F)n[nH]1	i	-18	i	i	i	i	3	i	i	-5	i
57	Cc1nn2c(-c3ccc(Cl)cc3)nnc2s1	i	3	i	i	i	i	3	i	i	-6	i
58	COc1cccc(NC(=O)CN2C(=O)c3cccnc3Oc3ccc(Cl)cc32)c1	i	-2	i	i	i	i	-10	i	i	-15	i
59	CN1C2CCC1CC(NC(=O)c1ccc(Cl)cc1)C2 (configuration not stated)	i	5	i	i	i	i	-3	i	i	0	i
60	C=CCNC(=O)C1CCC(CNc2nc(=S)[nH]c3ccccc23)CC1 (configuration not stated)	i	-2	i	i	i	i	2	i	i	3	i

# Profiles from above:
# Cc1ccc(O)c(NC(=O)c2cc(-c3ccccc3Cl)on2)c1 across the screens: KCNQ1 pot = i; Platelet DG rel = 3; TRPC4 act = i; PolyA inh = i; KCNQ1 inh = i; TRPC4 potent = i; Dyrk1A ADPGlo = 7; KCNK9 block = i; TRPC4 block = i; hERG protect = -2; KCNK3 block = i
# Cc1cc(C)c(C2=NOC3C4CCC(C4)C23)c(C)c1 (configuration not stated) across the screens: KCNQ1 pot = i; Platelet DG rel = 5; TRPC4 act = i; PolyA inh = i; KCNQ1 inh = i; TRPC4 potent = i; Dyrk1A ADPGlo = -2; KCNK9 block = i; TRPC4 block = i; hERG protect = -5; KCNK3 block = i

# (cont.)
entry	SMILES	KCNQ1 pot	Platelet DG rel	TRPC4 act	PolyA inh	KCNQ1 inh	TRPC4 potent	Dyrk1A ADPGlo	KCNK9 block	TRPC4 block	hERG protect	KCNK3 block
61	O=C(CSc1ccc2nnc(CCNC(=O)c3ccccc3)n2n1)Nc1ccc(F)cc1F	i	-9	i	i	i	i	-6	i	i	-9	i
62	O=C(N/N=C/c1cccc(NC(=O)c2ccc(Cl)cc2)c1)c1cccc(O)c1	i	-7	i	i	i	i	-2	i	i	-13	i
63	O=c1[nH]n(Cc2ccccc2)c(=O)c2ccccc12	i	9	i	i	i	i	20	i	i	-12	i
64	O=C(NCc1ccc2c(c1)OCO2)c1cc(-n2cnnc2)ccc1Cl	i	4	i	i	i	i	-3	i	i	-8	i
65	COc1ccc(N(CC(=O)O)S(=O)(=O)c2ccc(C)cc2)cc1Cl	i	-1	i	·	i	i	1	i	i	-5	i
66	CCCCN1CCN=C1Nc1ccccc1	i	-5	i	i	i	i	3	i	i	-1	i
